Source: PubChem BioAssay (National Center for Advancing Translational Sciences (NCATS))
Pf growth 48h: P. falciparum growth inhibition at 48 hours (one generation). P. falciparum luciferase growth in erythrocytes, 48 h. Potency, µM (series often up to 28.7 µM), inactives show at the highest dose activity change, negative = inhibition, actives largely listed as inhibitors. 310,000 tested, 5.9% active; also: potency is read from the fitted curve at half-maximal effect; % is scaled to controls: 0 for no effect and ±100 for the full control effect
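Compounds are pin-transferred into medium, infected erythrocytes (2% hematocrit, 0.1% parasitemia final) are added, and plates sit one parasite generation at 37 C in 5% CO2. Detection reagent is then added and luminescence measured.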
Giardia FBPA inh: Giardia lamblia aldolase inhibition | A8B2U2 | purified Giardia FBPA | Potency, µM (top dose mostly 59.6 µM), for inactives: top-dose activity, negative = inhibition, actives largely listed as inhibitors | 290,000 tested, 0.71% active | AID 2451; also: potency is read from the fitted curve at half-maximal effect; % is scaled to controls: 0 for no effect and ±100 for the full control effect; nearly all actives have a fitted effect of over 55% in size
Target sequence (A8B2U2 whole entry, looked up): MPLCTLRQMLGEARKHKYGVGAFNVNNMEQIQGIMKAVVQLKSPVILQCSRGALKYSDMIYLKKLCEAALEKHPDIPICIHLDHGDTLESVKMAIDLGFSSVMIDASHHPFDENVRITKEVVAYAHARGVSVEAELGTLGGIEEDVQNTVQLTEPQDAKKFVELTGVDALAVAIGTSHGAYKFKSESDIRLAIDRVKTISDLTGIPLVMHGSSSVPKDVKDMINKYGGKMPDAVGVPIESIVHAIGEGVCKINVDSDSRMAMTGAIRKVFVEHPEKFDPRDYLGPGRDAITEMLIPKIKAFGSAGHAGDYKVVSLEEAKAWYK
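Giardia FBPA (40 nM reagent) was preincubated 10 min at RT with compound (up to 57.5 uM final), then substrate plus GAPDH/TPI/NAD/arsenate coupling system with diaphorase/resazurin was added; resorufin fluorescence (525/598 nm) was read after 20 min.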
Pf growth 96h: P. falciparum growth inhibition at 96 hour, primary screen for plastid delayed-death inhibitors | P. falciparum luciferase reporter growth, 96 h | Potency, µM (titrated, usually from 28.7 µM), without a hit: at the highest dose activity change, negative = inhibition, hits mostly inhibitors | 320,000 tested, 6.9% active | AID 504834; also: potency is read from the fitted curve at half-maximal effect; % is scaled to controls: 0 for no effect and ±100 for the full control effect
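Readout is luminescence from an integrated firefly luciferase in P. falciparum. Red cells, 2% hematocrit and 0.05% parasitemia final, were cultured with compound through two parasite generations (96 hours) at 37 C, 5% CO2.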
Cycloheximide cs: affects cycloheximide protein synthesis inhibition readout, counter-screen; cell reporter, cycloheximide protein synthesis inhibition counterscreen; max response, %; 300,000 tested, 12% active; AID 2314; in the data active = max response mostly above about 13%, no sharp cut-off; inactive = mostly below about 14%; also: read at 38.3 µM for the half of the compounds with a filed dose; 0% is about no effect
Shiga toxin inh: Shiga toxin inhibition | Vero cells, Shiga toxin protein synthesis inhibition reporter | inhibition, % at 38.7 µM | 290,000 tested, 9.2% active; in the data active = inhibition mostly above about 28%, no sharp cut-off; inactive = mostly below about 43%; also: 0% is about no effect
HCV inhibitor: HCV inhibition; Huh7.5.1 HCVcc-Cre infection, luciferase reporter, 44 h; Potency, µM (doses to about 41.8 µM), inactives show at the highest dose activity change, negative = inhibition, most hits filed as inhibitors; 340,000 tested, 3.4% active; also: potency is read from the fitted curve at half-maximal effect; % is scaled to controls: 0 for no effect and ±100 for the full control effect
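Compounds are dispensed onto cells plated 4 h earlier at 1,000 per well, with HCVcc-Cre virus (about 0.5 moi) added next. Following 44 h of culture, luminescent signal is measured for 15 sec after 15 min with substrate at room temperature.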
An asterisk follows results filed as active; ? = inconclusive; / = no result given; & = joins results of further samples; [ ] = remark or other dose. Unless noted, calls follow the shape of the dose curve; as a rule, active = well fitted curve in the direction sought with a large enough effect; inconclusive = small, poorly fitted or top-dose-only effect, or another doubt; inactive = no such curve, though single readings can be large; an effect the other way counts as inactive or inconclusive.

Key to letters: A = Pf growth 48h; B = Giardia FBPA inh; C = Pf growth 96h; D = Cycloheximide cs; E = Shiga toxin inh; F = HCV inhibitor
> CC1CCc2sc(C(=O)Nc3nnc(SCc4ccc(F)cc4)s3)cc2C1 (configuration not stated)
  A: 11%; B: 2%; C: 3%[5.75 µM]; D: 3; E: 24; F: -18%

> Cc1cc(OCC(=O)NC2CCN(Cc3ccccc3)CC2)c2c(C)cc(=O)oc2c1
  A: ?; B: /; C: ?; D: 7; E: 2; F: ?

> Clc1ccc2nsnc2c1NC1=NCCN1
  A: 0%&5%; B: -5%; C: 93%&6%[activator]; D: -5; E: -10; F: -1%&19%

> COc1ccc(CCC(C)NCCc2ccccc2)cc1 (configuration not stated)
  A: /; B: 0%; C: -17%; D: 3; E: -15; F: 5%

> CC(=O)Nc1ccc(Nc2nc(C)cc(C)n2)cc1
  A: 0%; B: -2%; C: 1%; D: -2; E: 8; F: 7%

> COc1ccc(C(C(=O)NC2CCCC2)N(C(=O)c2ccco2)c2ccc3c(c2)OCO3)cc1OC (configuration not stated)
  A: ?; B: 13%; C: ?; D: -3; E: 18; F: 3%

> Cc1ccc(-n2[nH]c(C)c(/C=N/c3cccc(C)n3)c2=O)cc1
  A: 0%; B: -1%; C: 11%; D: 10; E: 17; F: -12%

> O=C(Nc1cccc(S(=O)(=O)NC2=NCCCCC2)c1)c1cc(-c2ccco2)nc2ccccc12
  A: ?; B: -25%; C: ?; D: -1; E: -7; F: ?

> COCCNC(=O)c1c[nH]c2ccc(S(=O)(=O)Nc3ccc(F)cc3F)cc2c1=O
  A: 0%; B: -3%; C: 0%; D: 15*; E: -10; F: 3%

> Cc1cccc(/C=N/NC(=O)Cn2nnnc2N)n1
  A: 20%; B: 18µM*; C: 21%; D: 10; E: -8; F: 9%

> Cc1cccc(N2CC(C(=O)OCc3ccc([N+](=O)[O-])cc3)CC2=O)c1 (configuration not stated)
  A: 8%; B: 6%; C: 0%; D: -4; E: -2; F: 8%

> COc1nnc(-c2ccc(C)c(S(=O)(=O)N(C)C)c2)c2ccccc12
  A: ?; B: 4%; C: 0%; D: 1; E: 23; F: -6%

> COc1ccc(C(CNC(=O)Cn2c(=O)oc3ccccc32)N(C)C)cc1 (configuration not stated)
  A: 4%; B: /; C: -7%; D: -8; E: -18; F: 20%

> O=C1NC(c2ccccc2)=C(c2nc3ccccc3s2)C(c2ccccc2)N1 (configuration not stated)
  A: ?; B: -3%; C: 8.3µM*; D: -2; E: 5; F: ?

> COCCn1c(SCC(=O)N2CCOCC2)nnc1-c1ccncc1
  A: 12%; B: 4%; C: ?; D: -6; E: -4; F: 18%

Pulled by compound from the list above (two):
Key to letters: A = Pf growth 48h; B = Giardia FBPA inh; C = Pf growth 96h; D = Cycloheximide cs; E = Shiga toxin inh; F = HCV inhibitor
> COCCn1c(SCC(=O)N2CCOCC2)nnc1-c1ccncc1
  A: 12%; B: 4%; C: ?; D: -6; E: -4; F: 18%

> Cc1cccc(N2CC(C(=O)OCc3ccc([N+](=O)[O-])cc3)CC2=O)c1 (configuration not stated)
  A: 8%; B: 6%; C: 0%; D: -4; E: -2; F: 8%

More compounds follow.
Key to letters: A = Pf growth 48h; B = Giardia FBPA inh; C = Pf growth 96h; D = Cycloheximide cs; E = Shiga toxin inh; F = HCV inhibitor
> CCCOC(=O)c1ccc(NC(=O)CSC2=Nc3ccccc3C3CC=NN23)cc1 (configuration not stated)
  A: /; B: 2%; C: -10%; D: 5; E: -6; F: 3%

> CC(=O)Nc1cccc(NC(=O)CCc2ccccc2)c1
  A: 40%[activator]; B: -2%; C: /; D: 24; E: 138*; F: 29%

> CC(=O)Nc1c(N)c2ccccc2oc1=O
  A: 2%; B: 0%; C: 30%; D: -1; E: -13; F: 3%

> CC1C2C(C)N(C)C(=O)N(C)C2N(C)C(=O)N1C (configuration not stated)
  A: -6%; B: 2%; C: 23%; D: 8; E: 13; F: 9%

> COc1ccc(/C=N/NC(=O)c2cccc(C(=O)N/N=C/c3ccc(OC)cc3)n2)cc1
  A: 2%; B: 7%; C: 44%[activator]; D: -3; E: -4; F: -8%

> CN1CCN(Cc2nc3ccccc3n2C)CC1CCO (configuration not stated)
  A: ?; B: -14%; C: 0%; D: -2; E: -17; F: 10%

> COc1ccc(Cn2nnnc2C(c2cc3cccc(C)c3[nH]c2=O)N2CCN(C)CC2)cc1 (configuration not stated)
  A: -2%; B: -9%; C: 0%; D: -1; E: -6; F: 11%

> COc1ccc(-c2nnc3ccc(SC)nn23)cc1
  A: 71%[activator]; B: 2%; C: 4.7µM*; D: 12; E: -9; F: /

> CCOC(=O)c1c(C)[nH]c(C(=O)OCC(=O)c2ccccc2)c1C
  A: 16%; B: /; C: 23%; D: /; E: /; F: ?

> C=CCN1C(=O)CSc2ccc(C(=O)N3CCC4(CC3)OCCO4)cc21
  A: 16%; B: 4%; C: 168%[activator]; D: -3; E: -16; F: 15%

> CCCCOc1ccc(S(=O)(=O)n2c(C)nc3ccccc32)cc1
  A: 0%; B: -8%; C: /; D: -3; E: 10; F: ?

> COc1ccccc1N(C)S(=O)(=O)c1ccc(C)c(C(=O)NCc2ccccn2)c1
  A: 10µM*; B: /; C: ?; D: /; E: /; F: 5%

> CC(C)C[C@@H](CC#N)N1CCN(CCc2ccccc2)CCC1=O
  A: 3%; B: -10%; C: -27%; D: 0; E: 8; F: 21%

> Cc1ccc(NCCC(=O)c2ccc(Cl)c(Cl)c2)cc1
  A: 37%[activator]; B: 2%; C: 0%; D: -1; E: -11; F: /

> C=CCN1C(=O)NC(=O)/C(=C/c2ccc(OC)c(CSc3ccccn3)c2)C1=O
  A: ?; B: -21%; C: ?; D: 11; E: 6; F: -11%

> CCOCc1c(C(=O)NC2=Nc3ccccc3NC(CC)=C2C(=O)OCC)oc2ccccc12
  A: ?; B: -12%; C: ?; D: 8; E: -8; F: ?

> Cc1ccc(-n2nc(C)c3c2OC(N)=C(C#N)C3c2ccc(F)cc2)cc1 (configuration not stated)
  A: 4%; B: 1%; C: /; D: -1; E: 26; F: 11%

> O=c1/c(=C/c2ccc(O)cc2)sc2nc3cc(Br)cnc3n12
  A: 28%; B: 0%; C: ?; D: 17; E: 31; F: /

> COc1ccc(NC(=O)CC2SC(=Nc3ccccc3)NC2=O)cc1 (configuration not stated)
  A: ?; B: -3%; C: ?; D: -3; E: 22; F: 0%

> COc1ccc(OCC(O)CNC(=O)c2sccc2Cl)cc1 (configuration not stated)
  A: 21%; B: 2%; C: 68%[activator]; D: 20*; E: 16; F: -5%

> O=C(OCc1nnc(-c2ccc(Cl)cc2)o1)c1ccc(O)cc1
  A: -2%; B: 6%; C: 27%; D: 19*; E: 28*; F: 21%

> COCCNC(=O)C1Cc2cc(S(=O)(=O)N3CCCC3)ccc2N1C(C)=O (configuration not stated)
  A: -7%; B: /; C: ?; D: -3; E: -14; F: 8%

> Cc1cc(Cl)ccc1NC(=O)CN1C(=O)NC2(CCCC2)C1=O
  A: ?; B: 2%; C: -5%; D: 5; E: 1; F: -5%

> COc1ccccc1-c1coc2cc(O)cc(O)c2c1=O
  A: 4%; B: -7%; C: /; D: 30*; E: 61*; F: 1%

> O=C(Nc1ccc(S(=O)(=O)N2CCCCC2)cc1)c1ccc(CN2CCc3ccccc3C2)cc1
  A: ?; B: -10%; C: 7.4µM*; D: 2; E: -7; F: 35µM*

> COc1ccc2nc(C)cc(N3CCC(C(N)=O)CC3)c2c1
  A: 19%; B: -1%; C: -11%; D: -2; E: 25; F: 7%

> CCOC(=O)c1[nH]c2ccc(Br)cc2c1NC(=O)CCN1CCCC(C)C1 (configuration not stated)
  A: ?; B: 4%; C: -91%; D: 7; E: 12; F: /

> O=C(c1ccc(Cl)cc1)N1CCC(O)(CSc2ccccc2)CC1
  A: -17%; B: 5%; C: 27%; D: -3; E: -3; F: -14%

> COC(=O)C1=C(c2cccc(C#N)c2)C[C@@H]2CC[C@H]1N2C(=O)NCCNC(C)=O
  A: 5%; B: /; C: 0%; D: /; E: /; F: 5%

> O=C(Nc1ccccc1Cl)ON=C1c2ccccc2-c2ccccc21
  A: 41%[activator]; B: -9%; C: 65%[activator]; D: 23*; E: 45*; F: ?

One compound at a time (already shown). Values in the order: Pf growth 48h	Giardia FBPA inh	Pf growth 96h	Cycloheximide cs	Shiga toxin inh	HCV inhibitor
COc1ccc2nc(C)cc(N3CCC(C(N)=O)CC3)c2c1 in the list: 19%	-1%	-11%	-2	25	7%
O=C(OCc1nnc(-c2ccc(Cl)cc2)o1)c1ccc(O)cc1 in the list: -2%	6%	27%	19*	28*	21%
COc1ccc(OCC(O)CNC(=O)c2sccc2Cl)cc1 (configuration not stated) in the list: 21%	2%	68%[activator]	20*	16	-5%

Remaining list, next part:
Key to letters: A = Pf growth 48h; B = Giardia FBPA inh; C = Pf growth 96h; D = Cycloheximide cs; E = Shiga toxin inh; F = HCV inhibitor
> COc1ccc(N2CCN(C(=O)c3ccc(S(=O)(=O)N4CCOCC4)cc3)CC2)cc1
  A: 0%; B: -13%; C: ?; D: -2; E: 0; F: /

> Cc1noc(/C=C/N(C)C)c1S(=O)(=O)N(C)CC(=O)NC1CCCCC1
  A: ?; B: 0%; C: -13%; D: 12; E: 36; F: 5%

> CCOc1ccc(N(CC(=O)NCC2CCCO2)C(=O)CCC(=O)Nc2nccs2)cc1 (configuration not stated)
  A: 5%; B: 2%; C: 50%[activator]; D: -3; E: -19; F: 22µM*

> Cc1cc(C)c2nc(C(F)(F)F)nc(N3CC(C)OC(C)C3)c2c1 (configuration not stated)
  A: -22%; B: 21%; C: /; D: 8; E: 5; F: ?

> CN1CCC(=NNC(=O)CN(c2ccc([N+](=O)[O-])cc2)S(=O)(=O)c2ccccc2)CC1
  A: 1%; B: 5%; C: -15%; D: -4; E: 4; F: 20%

> CCc1ccc2ncc(C(=O)c3ccccc3)c(N3CCOCC3)c2c1
  A: ?; B: 1%; C: 14%; D: 3; E: 16; F: -3%

> Fc1ccccc1CNc1ccc(Cl)cc1
  A: ?; B: 1%; C: 3%; D: 28*; E: 50*; F: 20%

> O=c1c2ccccc2nc(/C=C/c2ccc(O)cc2)n1-c1ccccc1O
  A: 9.3µM*; B: -18%; C: ?; D: 17; E: 19; F: -22%

> O=C1C2CCN(CC2)C1Cc1ccc(OCCOc2ccccc2)cc1 (configuration not stated)
  A: ?; B: -5%; C: 70%[activator]; D: 10; E: 24; F: -15%

> O=C(COc1ccccc1)NNC(=O)c1cc2ccccc2o1
  A: 11%; B: -1%; C: ?; D: -2; E: 2; F: -1%

> O=C(Nc1cccc(S(=O)(=O)C(F)F)c1)c1ccc(Cl)c(S(=O)(=O)N2CCOCC2)c1
  A: 9.3µM*; B: -3%; C: /; D: 10; E: -9; F: 13µM*

> O=C(Oc1ccc(Cl)cc1N1C(=O)CCC1=O)c1ccco1
  A: 18%; B: 4%; C: /; D: -2; E: -10; F: 4%

> COCCn1cnc2c1c(=O)n(CC(=O)OCC#N)c(=O)n2Cc1ccccc1
  A: ?; B: 3%; C: ?; D: 8; E: 14; F: 12%

> CC(=O)c1ccc(NC(=O)CN2CCC(NC(=O)C3CCCCC3)CC2)cc1
  A: 13%; B: 4%; C: -2%; D: 2; E: 13; F: 0%

> O=C(NCc1ccco1)c1ccc(Cl)c(S(=O)(=O)Nc2ccccc2)c1
  A: 66%[activator]; B: 1%; C: -26%; D: -2; E: -7; F: -2%

> Cc1nc2ncnn2c(C)c1CCC(=O)N1CCc2ccccc2C1
  A: 56%; B: 8%; C: 1%; D: 6; E: -15; F: 20%

> CN(CC(=O)NCCN1CCOCC1)S(=O)(=O)c1ccc(F)cc1
  A: -3%; B: 15%; C: 20%; D: -1; E: -4; F: 19%
